IDH1 mut inh: IDH1 R132H (human) inhibition; O75874; IDH1 R132H reductase, diaphorase/resazurin fluorescence, 60 min; inhibition, % at 10 µM; 70,000 compounds, 0.18% hits; AID 624101; in the data active means inhibition above about 34%;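 further: 0% = DMSO and 100% = no enzyme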
PRC2 inh: blocks human EZH2/PRC2 H3K27 methylation. AID 651548. DELFIA TRF, 1 h. inhibition, % at 12.5 µM. 57,000 compounds, 0.35% hits;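 active means mean inhibition of replicates at least 50% and every single replicate also reaching 50%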;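 further: dimethyl H3K27 on biotinylated H3 21-44 peptide detected by antibody; plate controls were median neutral control wells for no effect and median positive control wells for full effect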
Target sequence (Q15910 whole entry, looked up): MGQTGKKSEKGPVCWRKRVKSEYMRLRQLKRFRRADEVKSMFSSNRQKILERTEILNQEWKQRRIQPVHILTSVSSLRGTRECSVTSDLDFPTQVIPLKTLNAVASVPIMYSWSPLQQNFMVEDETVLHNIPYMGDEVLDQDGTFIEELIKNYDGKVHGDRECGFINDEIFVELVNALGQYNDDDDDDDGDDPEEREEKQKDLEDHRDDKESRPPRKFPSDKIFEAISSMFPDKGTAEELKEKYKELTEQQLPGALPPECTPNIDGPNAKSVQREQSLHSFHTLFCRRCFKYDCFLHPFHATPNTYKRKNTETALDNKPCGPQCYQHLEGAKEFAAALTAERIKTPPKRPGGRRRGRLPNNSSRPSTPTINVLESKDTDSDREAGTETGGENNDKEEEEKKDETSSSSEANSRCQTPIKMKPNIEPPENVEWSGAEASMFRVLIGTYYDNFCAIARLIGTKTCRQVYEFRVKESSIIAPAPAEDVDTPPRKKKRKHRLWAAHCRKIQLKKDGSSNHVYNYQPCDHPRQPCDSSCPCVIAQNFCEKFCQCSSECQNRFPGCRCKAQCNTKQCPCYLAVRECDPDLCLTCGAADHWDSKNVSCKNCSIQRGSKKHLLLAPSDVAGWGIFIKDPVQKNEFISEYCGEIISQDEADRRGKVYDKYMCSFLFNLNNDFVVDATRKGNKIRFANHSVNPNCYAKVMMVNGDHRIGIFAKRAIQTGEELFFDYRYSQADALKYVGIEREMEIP
An asterisk follows results filed as active; / = no result given. A portion of the library, so the mix of outcomes need not match the whole.

Order of results: IDH1 mut inh, PRC2 inh
- C[C@@H]1CN([C@@H](C)CO)C(=O)c2cc(C#CC3CCCCC3)cnc2O[C@@H]1CN(C)Cc1cncnc1
 : 0.0, -2.9
- CCC(=O)N(C)C[C@H]1Oc2ncc(C#C[C@H](C)O)cc2C(=O)N([C@@H](C)CO)C[C@@H]1C
 : 1.2, -4.7
- C[C@@H]1CN([C@@H](C)CO)C(=O)c2cc(NC(=O)Nc3cccc4ccccc34)ccc2O[C@@H]1CN(C)C(=O)Nc1ccc(C(F)(F)F)cc1
 : -1.7, /
- C[C@@H]1CN([C@H](C)CO)S(=O)(=O)c2ccc(-c3ccc(F)cc3)cc2O[C@@H]1CN(C)S(C)(=O)=O
 : 1.1, -2.9
- CCOc1ccc(-c2nc3ccc(-c4nc5ccc(N6CCN(C)CC6)cc5[nH]4)cc3[nH]2)cc1
 : 0.5, 5.2
- C[C@@H]1CN([C@H](C)CO)C(=O)c2cc(-c3ccccc3F)cnc2O[C@H]1CN(C)Cc1ccc(F)cc1
 : -0.1, /
- Cc1cc(C)c2nc(-c3ccccn3)cc(C(=O)NCCc3ccc(S(N)(=O)=O)cc3)c2c1
 : -0.1, 10.1
- CC(C)(C)[C@H]1C=C(C(=O)N2CCN(Cc3ccc4c(c3)OCO4)CC2)O[C@@H](OCCCCO)C1
 : /, -3.3
- CCCNC(=O)N(C)C[C@H]1Oc2cc(-c3ccccc3F)ccc2S(=O)(=O)N([C@@H](C)CO)C[C@H]1C
 : -0.6, 7.9
- Cn1cnnc1SC1CCCCC1NS(=O)(=O)c1ccc(Cl)cc1 (centres undefined)
 : -0.2, -9.5
- COc1ccc(CN(C)C[C@@H]2Oc3ccc(NC(=O)Nc4c(C)noc4C)cc3CC(=O)N([C@H](C)CO)C[C@H]2C)cc1
 : 1.2, -1.1
- CCC(=O)N(C)C[C@@H]1Oc2cc(C#CCC(C)C)ccc2S(=O)(=O)N([C@H](C)CO)C[C@H]1C
 : -0.3, /
- Cc1cccn2c(=O)c3cc(C(=O)NC4CCSC4=O)sc3nc12 (centres undefined)
 : 1.0, 16.1
- O=C(CCCCCCC(=O)Nc1ccccc1O)N/N=C/c1ccccc1Cl
 : -0.2, 0.2
- COc1ccc(NC(=O)N(C)C[C@H]2Oc3ccc(NC(=O)Nc4c(C)noc4C)cc3CC(=O)N([C@H](C)CO)C[C@H]2C)cc1
 : 0.1, /

Going on with the list:
Order of results: IDH1 mut inh, PRC2 inh
- C[C@H]1CN([C@@H](C)CO)C(=O)c2ccccc2-c2ccccc2CO[C@H]1CN(C)S(=O)(=O)c1ccccc1
 : /, -9.1
- CN(C)CC(=O)N[C@@H]1CC[C@@H](CCNC(=O)C2CCCC2)O[C@H]1CO
 : -0.1, -8.1
- C[C@H]1CN([C@@H](C)CO)C(=O)c2cc(NC(=O)CCC(F)(F)F)ccc2O[C@@H]1CN(C)CC1CC1
 : -0.4, -1.9
- CC1CC(=O)c2cnc(N3CCc4ccccc43)nc2C1 (centres undefined)
 : -0.5, -7.0
- CNC[C@H]1Oc2cc(C#CC3(O)CCCC3)ccc2S(=O)(=O)N([C@@H](C)CO)C[C@H]1C
 : -0.4, -13.1
- C[C@@H]1CCCCO[C@H](CN(C)C(=O)Cc2ccccc2)[C@@H](C)CN([C@H](C)CO)C(=O)c2cc(NS(=O)(=O)c3cn(C)cn3)ccc2O1
 : -0.6, /
- C[C@@H]1CN([C@H](C)CO)C(=O)c2cccc(NS(=O)(=O)c3cn(C)cn3)c2O[C@@H]1CN(C)C(=O)Nc1ccc(C(F)(F)F)cc1
 : 3.4, /
- Cc1noc(C)c1NC(=O)N(C)C[C@@H]1OCCCC[C@@H](C)Oc2ccc(NS(C)(=O)=O)cc2C(=O)N([C@H](C)CO)C[C@@H]1C
 : 0.3, /
- COc1cccc(NC(=O)N(C)C[C@H]2OCc3cn(nn3)CCCC(=O)N([C@@H](C)CO)C[C@@H]2C)c1
 : 1.5, 0.4
- C[C@H](CO)N1C[C@H](C)[C@H](CN(C)S(=O)(=O)c2ccccc2)Oc2ccc(NC(=O)Cn3cnnn3)cc2CC1=O
 : 0.5, /
- C[C@H](CO)N1C[C@H](C)[C@@H](CN(C)C(=O)C2CC2)Oc2ncc(C#CC3CCCC3)cc2C1=O
 : -0.9, 4.1
- Cc1ccc(S(=O)(=O)Nc2ccc3c(c2)CC(=O)N([C@@H](C)CO)C[C@@H](C)[C@@H](CN(C)CC2CC2)O3)cc1
 : /, -4.1
- CC(C)NC(=O)Nc1ccc2c(c1)C(=O)N([C@H](C)CO)C[C@H](C)[C@H](CN(C)S(=O)(=O)c1ccc(Cl)cc1)OCCCC[C@@H](C)O2
 : -0.3, /
- COc1ccc(S(=O)(=O)N(C)C[C@H]2OCCCC[C@@H](C)Oc3ccc(NS(=O)(=O)c4c(C)noc4C)cc3C(=O)N([C@H](C)CO)C[C@H]2C)cc1
 : -1.5, /
- C[C@@H]1CN([C@H](C)CO)C(=O)Cc2cc(NC(=O)Cn3cnnn3)ccc2O[C@@H]1CN(C)Cc1ccc(C(F)(F)F)cc1
 : /, -8.5

Single records, as listed above. Order of screens: IDH1 mut inh	PRC2 inh
`C[C@H](CO)N1C[C@H](C)[C@@H](CN(C)C(=O)C2CC2)Oc2ncc(C#CC3CCCC3)cc2C1=O` is entered as -0.9	4.1
`CCOc1ccc(-c2nc3ccc(-c4nc5ccc(N6CCN(C)CC6)cc5[nH]4)cc3[nH]2)cc1` is entered as 0.5	5.2
`Cc1noc(C)c1NC(=O)N(C)C[C@@H]1OCCCC[C@@H](C)Oc2ccc(NS(C)(=O)=O)cc2C(=O)N([C@H](C)CO)C[C@@H]1C` is entered as 0.3	/
`CN(C)CC(=O)N[C@@H]1CC[C@@H](CCNC(=O)C2CCCC2)O[C@H]1CO` is entered as -0.1	-8.1

Continuation.
Order of results: IDH1 mut inh, PRC2 inh
- C[C@@H]1CN([C@H](C)CO)C(=O)c2cc(C#Cc3ccccc3F)cnc2O[C@H]1CN(C)C(=O)C1CCC1
 : 0.0, /
- COc1ccc(OC)c(S(=O)(=O)N(C)CC(=O)N2CCN(c3ccccc3)CC2)c1
 : 0.2, 14.6
- CC(C)CC1C(=O)N2CCC[C@H]2C2(O)O[C@](NC(=O)C3C=C4c5cccc6[nH]c(Br)c(c56)C[C@H]4N(C)C3)(C(C)C)C(=O)N12 (some centres undefined)
 : -1.0, /
- CCC(=O)N(C)C[C@H]1Oc2cc(C#CCOC)ccc2S(=O)(=O)N([C@@H](C)CO)C[C@@H]1C
 : -0.1, /
- CC(C)NC(=O)N(C)C[C@@H]1Oc2ncc(C#Cc3ccccc3F)cc2C(=O)N([C@H](C)CO)C[C@H]1C
 : -0.8, -23.8
- C[C@H](CO)N1C[C@H](C)[C@H](CN(C)Cc2ccc(F)cc2)Oc2ncccc2C1=O
 : 16.9, -2.8
- Cc1noc(C)c1S(=O)(=O)Nc1ccc2c(c1)C(=O)N([C@@H](C)CO)C[C@H](C)[C@@H](CN(C)C(=O)c1ccncc1)OCCCC[C@H](C)O2
 : 1.4, /
- CO[C@H](CN(C)Cc1cc(F)ccc1F)[C@H](C)CN(C(=O)Nc1ccc(C(F)(F)F)cc1)[C@H](C)CO
 : -0.7, 4.5
- Cc1ccc(SCC(=O)Nc2cccc(Oc3ccc4c(c3)C(=O)NC4=O)c2)cc1
 : 2.3, 40.4
- O=C(Cc1ccncc1)NCC[C@H]1CC[C@@H](NC(=O)Nc2ccc(Cl)cc2)[C@H](CO)O1
 : -0.3, -3.7
- CNC[C@H]1OCCCC[C@@H](C)Oc2ccc(NS(=O)(=O)c3ccc(F)cc3)cc2C(=O)N([C@H](C)CO)C[C@H]1C
 : /, -0.8
- C[C@H](CO)N1C[C@H](C)[C@@H](CN(C)C(=O)Nc2ccc(C(F)(F)F)cc2)Oc2ccc(NS(=O)(=O)c3ccccc3)cc2CC1=O
 : -2.1, /
- C[C@H](CO)N1C[C@H](C)[C@@H](CN(C)C(=O)Cc2ccccn2)Oc2ncc(C#CC3CC3)cc2C1=O
 : /, 5.3
- CCC(=O)Nc1ccc2c(c1)C(=O)N(C)C[C@H](OC)[C@@H](C)CN(C(C)=O)[C@@H](C)CO2
 : 0.2, 2.7
- CO[C@@H](CN(C)S(=O)(=O)c1ccccc1)[C@@H](C)CN(C(=O)Nc1ccccc1F)[C@H](C)CO
 : -0.5, -9.3

Continued:
Order of results: IDH1 mut inh, PRC2 inh
- COc1ccccc1CNC(=O)C[C@@H]1C[C@H]2c3cc(NC(=O)NC4CCCC4)ccc3O[C@H]2[C@@H](CO)O1
 : 0.2, -12.0
- CCC(=O)N1C[C@H](C)[C@H](OC)CN(C)C(=O)c2cc(NC(=O)Nc3cccc(F)c3)ccc2OC[C@H]1C
 : 0.2, -8.8
- COc1ccccc1NC(=O)CSc1nnc(-c2cccc3ccccc23)n1-c1ccccc1
 : 0.0, 5.9
- CC(C)(C)NC(=O)CN(c1ccc2c3c(cccc13)CC2)S(C)(=O)=O
 : 0.3, -6.6
- O=C(Cc1ccncc1)NCC[C@@H]1CC[C@@H](NC(=O)C2CCOCC2)[C@H](CO)O1
 : 0.0, -0.8
- C[C@@H]1CN([C@H](C)CO)C(=O)c2cc(NC(=O)c3ccncc3)ccc2O[C@@H]1CN(C)C(=O)NC1CCCCC1
 : 1.5, /
- COC(=O)CCCCCCC(=O)N/N=C/c1ccc(Sc2nnc(C)n2C)o1
 : /, -17.6
- O=C(COc1ccc(Cl)cc1)Nc1ncccn1
 : 0.4, 13.7
- C[C@H](CO)N1C[C@H](C)[C@@H](CN(C)Cc2ccc(Oc3ccccc3)cc2)Oc2ccc(NC(=O)Cc3cn(C)c4ccccc34)cc2CC1=O
 : 1.3, /
- C[C@@H]1CCCCO[C@H](CN(C)Cc2ccc(C(=O)O)cc2)[C@@H](C)CN([C@H](C)CO)C(=O)c2cc(NC(=O)Nc3ccc(F)cc3)ccc2O1
 : -0.3, /
- Cc1c(CC(C)(C)C(=O)O)n(Cc2ccc(Cl)cc2)c2ccc(F)cc12
 : 3.6, 20.1
- CCCC#Cc1cnc2c(c1)C(=O)N([C@@H](C)CO)C[C@H](C)[C@@H](CN(C)C(=O)Nc1cccc(F)c1)O2
 : /, -16.0
- Cc1ccc(S(=O)(=O)N[C@H]2C=C[C@@H](CC(=O)NCCc3ccncc3)O[C@H]2CO)cc1
 : -0.1, 8.7
- CSc1cccc(NC(=O)CSc2nnc(-c3cccc(C)c3)o2)c1
 : 0.1, 20.2
- C[C@H]1CN([C@@H](C)CO)C(=O)CCCn2cc(nn2)CO[C@H]1CN(C)C
 : -1.1, -1.7

Other structures:
| molecule | IDH1 mut inh | PRC2 inh |
| --- | --- | --- |
| C[C@H](CO)N1C[C@H](C)[C@@H](CN(C)C(=O)CCC(F)(F)F)OCCCC[C@H](C)Oc2ccc(NC(=O)Cc3ccccc3)cc2C1=O | 0.3 | / |
| COc1cccc(S(=O)(=O)N[C@@H]2CC[C@@H](CCn3cc(-c4ccc(F)cc4)nn3)O[C@@H]2CO)c1 | -0.5 | 2.4 |
| O=C(NCC[C@@H]1CC[C@H](NS(=O)(=O)c2ccccc2)[C@@H](CO)O1)c1ccc2c(c1)OCO2 | -0.3 | 10.0 |
| Cc1ccc(S(=O)(=O)Nc2ccc3c(c2)C(=O)N([C@@H](C)CO)C[C@@H](C)[C@H](CN(C)C(=O)c2ccncc2)OCCCC[C@H](C)O3)cc1 | -0.1 | / |
| C[C@H]1CN([C@@H](C)CO)C(=O)c2cc(Br)cnc2O[C@H]1CN(C)S(=O)(=O)c1ccc(F)cc1 | 0.6 | / |
| Cc1noc(C)c1NC(=O)Nc1ccc2c(c1)C(=O)N([C@@H](C)CO)C[C@H](C)[C@@H](CN(C)S(=O)(=O)c1cn(C)cn1)O2 | 0.1 | / |
| O=C(C[C@H]1C[C@@H]2c3cc(NC(=O)CC4CC4)ccc3O[C@@H]2[C@@H](CO)O1)NCC1CC1 | -0.6 | 7.6 |
| COc1ccc2c(c1)OC(C(=O)c1ccccc1)C2=O (centres undefined) | 0.2 | 17.4 |
| C[C@@H]1CN([C@H](C)CO)S(=O)(=O)c2ccc(C#CC(C)(C)O)cc2O[C@@H]1CN(C)Cc1ccncc1 | 8.0 | 10.4 |
| C[C@H](CO)N1C[C@H](C)[C@H](CN(C)Cc2ccc(C(=O)O)cc2)Oc2ccc(NS(=O)(=O)c3ccc(Cl)cc3)cc2C1=O | 5.7 | / |
| C[C@@H]1CN([C@@H](C)CO)C(=O)c2cc(NS(C)(=O)=O)ccc2O[C@@H](C)CCCCO[C@@H]1CN(C)C(=O)C1CCCCC1 | / | 4.6 |
| C[C@H]1CN([C@@H](C)CO)C(=O)c2cc(-c3ccc(C#N)cc3)cnc2O[C@@H]1CN(C)C(=O)Nc1ccc(F)cc1 | 0.4 | / |
| C[C@H]1CCCCO[C@H](CN(C)C(=O)CCCN(C)C)[C@@H](C)CN([C@@H](C)CO)C(=O)c2cc(NC(=O)Nc3ccc4c(c3)OCO4)ccc2O1 | -0.8 | / |
| C/C=C/c1cnc2c(c1)C(=O)N([C@H](C)CO)C[C@@H](C)[C@@H](CN(C)S(=O)(=O)c1ccc(OC)cc1)O2 | 1.3 | -7.3 |
| C[C@@H]1CN([C@H](C)CO)C(=O)c2cccc(NS(=O)(=O)c3ccc(Cl)cc3)c2O[C@H]1CN(C)C(=O)Nc1ccccc1 | 3.5 | 21.2 |
| C[C@H](CO)N1C[C@H](C)[C@H](CN(C)Cc2ccc(Cl)c(Cl)c2)Oc2ccc(NC(=O)C3CC3)cc2C1=O | -1.0 | / |
| CC(C)NC(=O)NCC[C@@H]1CC[C@H](NC(=O)c2ccc(F)cc2)[C@@H](CO)O1 | 0.1 | 6.2 |
| C[C@@H]1CN([C@H](C)CO)C(=O)c2cc(NC(=O)Nc3ccccc3)ccc2O[C@@H]1CN(C)C(=O)Nc1ccc2c(c1)OCO2 | -0.1 | / |
| COc1ccc(NC(=O)N(C)C[C@H]2Oc3ccc(NS(=O)(=O)c4ccc(OC)cc4)cc3C(=O)N([C@@H](C)CO)C[C@@H]2C)cc1 | 0.2 | / |

Bioassay records deposited in PubChem BioAssay by Broad Institute.
